CYP2C19 activ – increases human CYP2C19 enzyme activity; P33261; recombinant CYP2C19, luciferin-H EGE luminescence; active compounds read high; 0 = fully inhibited enzyme, 1 = untreated enzyme; activation factor at 5 µM; 96,000 tested, under 10 active;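 active = activation factor of at least 2 at 5 µM in the primary screen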;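 also: 0 = wells with 2.5 mM tranylcypromine and 1 = vehicle-only wells; values of inactives mirror those of a sister screen read the other way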
Target sequence (P33261 whole entry, looked up): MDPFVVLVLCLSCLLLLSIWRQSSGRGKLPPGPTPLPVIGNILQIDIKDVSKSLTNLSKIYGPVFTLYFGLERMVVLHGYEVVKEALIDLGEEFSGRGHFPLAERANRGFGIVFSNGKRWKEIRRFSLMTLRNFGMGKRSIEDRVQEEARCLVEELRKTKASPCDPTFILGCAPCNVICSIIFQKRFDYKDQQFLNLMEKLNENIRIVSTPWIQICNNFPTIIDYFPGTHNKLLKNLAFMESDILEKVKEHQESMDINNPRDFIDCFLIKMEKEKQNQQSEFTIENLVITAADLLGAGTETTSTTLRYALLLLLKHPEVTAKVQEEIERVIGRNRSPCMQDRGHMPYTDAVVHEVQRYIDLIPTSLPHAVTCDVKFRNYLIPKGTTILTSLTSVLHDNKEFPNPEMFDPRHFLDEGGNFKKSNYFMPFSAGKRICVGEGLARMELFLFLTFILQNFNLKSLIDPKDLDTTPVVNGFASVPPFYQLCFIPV
VCAM1 TNFa inh – reduces TNF alpha induced VCAM1 expression in HUVEC | AID 802 | inhibition, % at 2 µM | HUVEC TNFa-induced VCAM-1 immunofluorescence, high-content imaging | 95,000 compounds, 0.48% hits;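 active = inhibition above the batch mean plus 3 SD, with images confirmed as a hit by eye, cut at about 37% in these data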;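 also: 0% = TNF-stimulated DMSO wells and 100% = unstimulated control wells; not every result past the cut was called active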
CYP2C9 inh – human CYP2C9 inhibition. inhibition, % at 5 µM. CYP2C9 Supersomes, luciferin-H conversion, luminescence. P11712. 96,000 compounds, 20% hits;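 active = blocking of liver enzyme CYP2C9 beyond about 50% at 5 µM, limit read from the data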; also: values of inactives mirror those of a sister screen read the other way
Target sequence (P11712 whole entry, looked up): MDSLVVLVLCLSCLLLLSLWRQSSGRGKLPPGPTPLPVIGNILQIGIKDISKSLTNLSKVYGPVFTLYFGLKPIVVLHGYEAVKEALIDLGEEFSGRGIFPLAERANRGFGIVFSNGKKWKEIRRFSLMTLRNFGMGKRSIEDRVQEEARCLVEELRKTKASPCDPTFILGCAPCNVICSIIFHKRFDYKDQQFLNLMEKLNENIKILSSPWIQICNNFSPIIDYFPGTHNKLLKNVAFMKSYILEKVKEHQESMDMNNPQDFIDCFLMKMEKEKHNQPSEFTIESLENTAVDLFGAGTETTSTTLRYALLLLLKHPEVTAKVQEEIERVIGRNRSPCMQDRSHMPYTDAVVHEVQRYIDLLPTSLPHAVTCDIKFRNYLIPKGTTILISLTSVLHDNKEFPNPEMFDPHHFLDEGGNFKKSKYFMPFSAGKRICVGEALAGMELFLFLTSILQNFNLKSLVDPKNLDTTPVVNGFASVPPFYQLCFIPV
CYP2C19 inh – blocks human cytochrome P450 2C19. CYP2C19 Supersomes, luciferin-H EGE luminescence, 30 min. inhibition, % at 5 µM. P33261. AID 778. 96,000 compounds, 21% hits;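 active = CYP2C19 inhibition above a set limit at 5 µM in the primary screen, cut at about 50% in these data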;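 also: plate controls were negative control wells for no effect and 2.5 mM tranylcypromine positive control for full effect; values of inactives mirror those of a sister screen read the other way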
HUVEC tox TNFa – toxic to HUVEC cells under TNF alpha stimulation. HUVEC TNFalpha-stimulated, Hoechst cell count, imaging. cell count reduction, % at 2 µM. 93,000 compounds, 0.17% hits;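 active = cell count reduction exceeding the screen mean by over 5 SD, scaled to untreated wells per plate, cut at about 78% in these data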;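 also: cells counted after 24 h of TNF alpha exposure following the 1 h pretreatment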
CYP2C9 activ – activators of human CYP2C9 | activation factor at 5 µM | 96,000 compounds, 1.4% hits | recombinant CYP2C9, luciferin-H conversion, luminescence; active compounds read high; factor 1 = untreated enzyme, 0 = blocked | P11712 | AID 1024;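 active = activation factor of 2 or more for CYP2C9 at a 5 µM dose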;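 also: 0 = sulfaphenazole-blocked wells and 1 = vehicle-only wells; values of inactives mirror those of a sister screen read the other way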
hDAT+cocaine – modulates human dopamine transporter uptake under cocaine; B-score at 10 µM; 110,000 compounds, 1.3% hits; LLC-PK1 hDAT cells, [14C]-dopamine uptake with cocaine IC80; actives deviate in either direction;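 active = Z score or B-score, a plate-position-corrected score, falls beyond the plate's 99.7% confidence bounds, in either direction; inactive = both scores lie inside the 99.7% bounds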;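 also: scored against the spread of the other compound wells on the same plate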
Calb biofilm kill – kills Candida albicans biofilms; C. albicans biofilm + clotrimazole, Alamar Blue; AID 834; inhibition, % at 6 µM; 85,000 compounds, 0.14% hits;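 active = inhibition above 20%; inactive = inhibition below 20%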;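 also: preformed 24 hr biofilms exposed to compound for 48 hr; 0% = biofilm without compound and 100% = blank killed by clotrimazole plus chlorhexidine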
IL1B cytotox – toxic to HUVEC cells under IL-1B stimulation | HUVEC cell count loss, Hoechst imaging, IL-1B stimulated | cell count reduction, % at 2 µM | 94,000 compounds, 0.41% hits;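 active = cell count reduction more than 3 SD above the screen-wide mean, cut at about 70% in these data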;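 also: normalized per plate to untreated control cells as the no-loss baseline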
Numbers without * were called inactive; / = no result given.

SMILES	CYP2C19 activ	VCAM1 TNFa inh	CYP2C9 inh	CYP2C19 inh	HUVEC tox TNFa	CYP2C9 activ	hDAT+cocaine	Calb biofilm kill	IL1B cytotox
CCOC(=O)c1ccc(NC(=O)C(C)NS(=O)(=O)c2ccc(OC)cc2)cc1 (stereo unspecified)	0.5	-1	49	50*	7	0.5	0.012	11	-10
COc1cccc(-n2c(C)nnc2SCC#N)c1	1	/	5	4	/	0.9	0.031	-4	/
O=C(CN(Cc1ccccc1F)S(=O)(=O)c1ccc(Cl)cc1)NCCC1=CCCCC1	0.9	-23	16	8	-28	0.8	-1.6	/	-37
COc1ccccc1NS(=O)(=O)c1ccc(Cl)cc1	0	/	30	99*	/	0.7	0.72	3	/
Cc1ccc(-c2nn3c(-c4cccc(Cl)c4)nnc3s2)cc1	0.9	/	36	12	/	0.6	/	7	/
Cc1cccc(C(=O)NCc2nnc(SCC(=O)N3CCN(c4ccccc4)CC3)n2C)c1	/	40	/	/	/	/	-0.47	-3	-1
Cc1cccc(N2CCN(C(=O)c3ccc(Cl)c(S(=O)(=O)NCc4ccco4)c3)CC2)c1C	0.7	4	76*	32	-12	0.2	/	5	3
CCC(NC(=O)Nc1nccs1)(C(F)(F)F)C(F)(F)F	0.8	-19	7	21	-20	0.9	-0.059	4	-12
Cc1cccc(N2CCN(c3nnnn3-c3ccccc3)CC2C)c1 (stereo unspecified)	0	0	88*	100*	-12	0.1	0.0013	0	17
O=S(=O)(c1ccc(Br)cc1)N1CCCC1c1nc2ccccc2s1 (stereo unspecified)	/	20	/	/	-28	/	0.46	/	-26
O=C(O)CCCNc1ccc(S(=O)(=O)Nc2ccccc2C(=O)O)cc1C(=O)O	1.1	0	6	-6	-19	0.9	-0.012	/	-2
Cc1ccc2nc(C)c(Cl)c(=O)n2c1	0.9	2	5	12	-36	1	-1.4	4	-5
NC(=O)NCCC1=CCCCC1	1	-36	5	-1	-13	0.9	/	/	-1
CCN(CC)S(=O)(=O)c1cccc(C(=O)Nc2cccnc2)c1	1.1	4	-6	-12	-5	1.1	-0.27	6	-31
CN1CCN(C(=S)c2ccc(Cl)cc2)CC1	0.7	-20	10	30	-19	0.9	0.059	3	20
Cn1cnnc1SCC(=O)Nc1cccc(C(=O)O)c1	1	-15	-5	-3	-7	1.1	/	/	-4
COc1ccccc1-c1nnc(SCC(=O)NC2CCCCC2)o1	0.5	16	-93	54*	-9	1.9	0.078	7	-51
O=C(OCCNC(=O)c1ccc2ccccc2n1)c1cccnc1	0.1	14	66*	90*	-18	0.3	0.053	7	-6
O=C(NCCCn1ccnc1)c1cn(Cc2ccc(F)cc2)nn1	0.1	8	60*	94*	-17	0.4	0.07	2	-11
Cc1c(NC(=O)CCC(=O)N2CCCCC2)c(=O)n(-c2ccccc2)n1C	1	8	10	5	-46	0.9	0.96	-4	-4

Molecules above with fluorine, in the order listed:
SMILES	CYP2C19 activ	VCAM1 TNFa inh	CYP2C9 inh	CYP2C19 inh	HUVEC tox TNFa	CYP2C9 activ	hDAT+cocaine	Calb biofilm kill	IL1B cytotox
O=C(CN(Cc1ccccc1F)S(=O)(=O)c1ccc(Cl)cc1)NCCC1=CCCCC1	0.9	-23	16	8	-28	0.8	-1.6	/	-37
CCC(NC(=O)Nc1nccs1)(C(F)(F)F)C(F)(F)F	0.8	-19	7	21	-20	0.9	-0.059	4	-12
O=C(NCCCn1ccnc1)c1cn(Cc2ccc(F)cc2)nn1	0.1	8	60*	94*	-17	0.4	0.07	2	-11

(cont.)
SMILES	CYP2C19 activ	VCAM1 TNFa inh	CYP2C9 inh	CYP2C19 inh	HUVEC tox TNFa	CYP2C9 activ	hDAT+cocaine	Calb biofilm kill	IL1B cytotox
Cc1ccc(CNC(=O)C2CCN(S(=O)(=O)c3c(C)noc3/C=C/c3ccco3)CC2)cc1	0.9	-14	57*	14	42	0.4	-0.5	10	23
CC1CCN(CC(=O)Nc2cccc([N+](=O)[O-])c2)CC1	0.8	8	4	24	-11	1	-2.8*	/	-6
Cc1cc(C)n(-c2nc3ccccc3c(=O)n2OCC(=O)OCc2ccccc2)n1	0.9	9	18	6	-38	0.8	/	7	-15
CCC(C)c1ccccc1NC(=O)C1CCCO1 (stereo unspecified)	0.9	6	8	5	11	0.9	-0.58	0	14
O=C(Nc1ccn(Cc2c(F)c(F)c(F)c(F)c2F)n1)c1cccc(Cn2cc([N+](=O)[O-])cn2)c1	0.7	25	27	30	-6	0.7	1.8	/	4
Oc1c(C=Nc2cccnc2)sc2ccccc12	1	14	5	2	-12	1	-0.14	3	-15
CC(=O)Oc1ccc(N2C(=O)C3C4C=CC(CO)(O4)C3C2=O)cc1 (stereo unspecified)	1.2	2	-33	-16	-20	1.3	-0.43	6	-6
Nc1nc(SCc2ccc(Cl)cc2Cl)n[nH]1	0.3	-3	20	73*	16	0.8	-2.7	0	-24
CCC(=O)NCc1nc2ccccc2n1Cc1ccccc1F	0.8	-3	8	25	-4	0.9	-0.53	8	23
CC(=O)Nn1cnc2c(c1=O)C1(CCCCC1)Cc1ccccc1-2	0.6	9	32	37	0	0.7	0.88	5	1
O=C(NCc1ccco1)C1CCCN(S(=O)(=O)c2cccc3nonc23)C1 (stereo unspecified)	0.8	6	3	18	-6	1	0.0056	10	-18
Cc1cc(Nc2ccc(Cl)cc2)n(-c2ccccc2)n1	0.4	-1	70*	59*	2	0.3	0.0019	-8	-42
COc1cccc(C(=O)N(CN2CCCC2=O)c2cccc(Cl)c2)c1OC	0.8	4	-1	17	-45	1	0.042	6	-18
Cc1ccccc1-c1nc(CS(=O)CC(=O)NCc2ccccc2)c(C)o1 (stereo unspecified)	0.2	/	76*	78*	/	0.2	0.72	6	/
CC(=O)n1cc(C2C(=O)CC(C)(C)CC2=O)c2ccccc21	1	-1	-4	2	-2	1	-0.7	-3	-10
COc1ccc2c(c1OC)C(=O)N1c3ccccc3C(=O)N(c3ccccc3)C21 (stereo unspecified)	0.8	24	59*	16	5	0.4	-0.43	8	-38
COc1ccccc1NC(=O)c1cc2ccccc2o/c1=N\O	0.8	/	-15	25	/	1.2	-0.69	8	/
COc1cccc(-c2nc(CS(=O)(=O)c3ccccc3)no2)c1	0.6	1	32	43	-12	0.7	-0.28	/	4
O=C(c1cc2ccccc2c(=O)o1)N1CCCc2ccccc21	0.6	21	-68	45	3	1.7	-0.54	-2	-59
CCCOc1ccc(C(=O)CCNc2ccc(C)c(Cl)c2)cc1	0.4	1	20	60*	6	0.8	-0.48	/	-8

Five compounds from above with just CYP2C9 inh and HUVEC tox TNFa:
mol	CYP2C9 inh	HUVEC tox TNFa
COc1ccc2c(c1OC)C(=O)N1c3ccccc3C(=O)N(c3ccccc3)C21 (stereo unspecified)	59*	5
COc1ccccc1NC(=O)c1cc2ccccc2o/c1=N\O	-15	/
COc1cccc(-c2nc(CS(=O)(=O)c3ccccc3)no2)c1	32	-12
O=C(c1cc2ccccc2c(=O)o1)N1CCCc2ccccc21	-68	3
CCCOc1ccc(C(=O)CCNc2ccc(C)c(Cl)c2)cc1	20	6

New compounds follow.
SMILES	CYP2C19 activ	VCAM1 TNFa inh	CYP2C9 inh	CYP2C19 inh	HUVEC tox TNFa	CYP2C9 activ	hDAT+cocaine	Calb biofilm kill	IL1B cytotox
CCC(C)c1ccc(NC(=O)CC(C)=O)cc1 (stereo unspecified)	0.9	26	15	14	-24	0.8	0.82	10	-48
CSc1ccccc1C(=O)NC1CC2CCC1C2 (stereo unspecified)	0.5	2	-50	48	-22	1.5	0.65	8	-30
CCCn1c(N)c(C(=O)CSc2nnc(C3CC3)n2Cc2ccccc2)c(=O)[nH]c1=O	1	-1	59*	0	-29	0.4	-0.47	-1	13
CCCSc1nc2c(cnn2-c2ccc(F)cc2)c(=O)[nH]1	1	4	2	-2	-11	1	-1.1	/	29
COc1cc(C2SCC(=O)N2c2nnc(C34CC5CC(CC(C5)C3)C4)s2)cc(OC)c1OC (stereo unspecified)	1	1	41	-4	-13	0.6	-0.0075	/	9
Cc1ccc(C(=O)Nc2nc3nc(-c4ccccc4)cc(=O)n3[nH]2)cc1	0.7	13	-13	34	-4	1.1	0.82	12	14
COc1ccc(-n2c(SC)nnc2-c2c[nH]c3ccccc23)cc1	1	/	8	-3	/	0.9	-0.011	-6	/
COc1cccc(-c2cc(C(=O)O)no2)c1	0.9	14	42	5	14	0.6	-0.87	-2	8
COc1ccc(C(=O)Nn2c(SCC(=O)c3ccc(Cl)cc3)nc3ccccc3c2=O)cc1	0.8	8	82*	25	22	0.2	-0.16	8	2
CC(C(=O)NC1CCCC1)N(C(=O)CS(=O)CC(=O)Nc1ccc(F)cc1)c1ccc2c(c1)OCCO2 (stereo unspecified)	0.7	0	41	29	-33	0.6	0.2	/	-26
N#Cc1c(NC(=O)Cn2cnc3ccccc3c2=O)oc(-c2ccccc2)c1-c1ccccc1	0.7	0	83*	34	-8	0.2	-0.47	9	-25
O=C(Nc1ccc2c(c1)OCCO2)c1ccc2nccnc2c1	0.8	-10	20	17	-6	0.8	0.014	9	-16
CC1(C)CC(NC(=O)C23CCC(C)(C(=O)C2)C3(C)C)CC(C)(C)N1 (stereo unspecified)	1	-30	60*	-1	29	0.4	-0.39	7	16
CCOc1cc(NC(=O)c2ccccc2C)c(OCC)cc1NC(=O)C1=Cc2ccccc2OC1	0.9	5	12	14	5	0.9	0.89	/	-16
CCC(NC(=O)Nn1cnnc1)(C(F)(F)F)C(F)(F)F	/	0	/	/	13	/	0.49	7	24
COC(=O)c1cc(OC)c(OC)cc1NC(=S)N1CCN(C)CC1	0.4	6	3	65*	2	1	1	/	73*
CCN(CC)CCNC(=O)C1c2cc(OC)c(OC)cc2C(=O)N2CCc3ccccc3C12 (stereo unspecified)	1	-5	76*	2	-24	0.2	-0.72	4	19
Cc1cc(C(=O)N2CCN(C/C=C/c3ccccc3)CC2)cs1	0.4	19	61*	59*	16	0.4	1.9	4	-157

In another format: results already given
Order of values: CYP2C19 activ, VCAM1 TNFa inh, CYP2C9 inh, CYP2C19 inh, HUVEC tox TNFa, CYP2C9 activ, hDAT+cocaine, Calb biofilm kill, IL1B cytotox
- N#Cc1c(NC(=O)Cn2cnc3ccccc3c2=O)oc(-c2ccccc2)c1-c1ccccc1
    0.7, 0, 83*, 34, -8, 0.2, -0.47, 9, -25
- O=C(Nc1ccc2c(c1)OCCO2)c1ccc2nccnc2c1
    0.8, -10, 20, 17, -6, 0.8, 0.014, 9, -16

Screening results as filed in PubChem.
